Screening results as filed in PubChem.
T cell HTS = T cell immune modulators affecting CD8 T cell-vesicle binding | hit rate 0.068% among 330,000 | 2C CD8+ T cell-vesicle binding, flow cytometry; stronger effect = lower value | calls only at 7 µM | AID 2052;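 active = response, share of CD8 T cells binding vesicles, and their 90th percentile fluorescence all below set limits, cut at about 80% in these data, passing the limit was not always enough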
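incubation = binding step 1.5 h, 37 °C, antibody labelling 20 min, ice | test system = 2C mouse CD8+ T cells | read-out basis = percent CD8+ FL2 mean versus row control | controls = Peptide-free naked vesicles (low) and QL9 vesicles with 0.7% DMSO vehicle (high) | detection = flow cytometry of vesicle-bound cells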
MT stabilizer = microtubule stabilization, imaging screen; % tubulin-high responders, % at 10 µM; HeLa tubulin immunostaining HCS, 24 h; share of cells brighter than vehicle mean+2SD; AID 2205; hit rate 0.83% among 200,000;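 active = plate Z-score above 3 for both tubulin-high and condensed-nucleus cell shares, with cell loss under 80%, at 10 µM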;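 also: anti alpha tubulin signal scored within the nucleus-defined area of each cell; some results filed as inactive read as strong as hits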
Ins promoter up = MIN6 insulin promoter up-regulation; MIN6 insulin promoter-GFP reporter, high-content imaging; stronger effect = higher value; z-score at 5 µM; hit rate 0.3% among 190,000;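 active = z-score above 3 at 5 µM with at least 500 cells counted in the well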
Lipid droplet = modulators of hepatic lipid droplet formation | AML12 mouse hepatocytes, oleate lipid droplets, BODIPY imaging | inhibition, % at 6.5 µM | hit rate 0.4% among 240,000;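 active = lipid droplet intensity inhibited by at least 50%, with more than 500 cells counted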
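material = mouse AML12 hepatocyte cell line, fixed after treatment | also added = 100 µM oleic acid challenge | doses = compound at 6.5 µM only | schedule = overnight exposure | technique = Image-based BODIPY and DAPI two-channel analysis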
TNAP activators = human TNAP enzyme activators, primary screen, biochemical, luminescent, no phosphate acceptor, uHTS (AID 1001); purified TNAP, luminescent activation assay, no phosphate acceptor; higher activation fold means a stronger effect; one-dose activation fold at 20 µM; EC50 in µM for titrated hits; hit rate 0.03% among 200,000; in the data active = activation fold from about 3, or a potency from the dose series; inactive = the rest, 99 in 100 with activation fold below about 1.6; also: many of its hits are not listed in these tables
Dynein cargo inh = dynein cargo transport inhibition. 3617.4 mouse cells, GR-EGFP nuclear translocation imaging; test concentration mostly 20 µM; stimulated with dexamethasone, 1 µM; stronger effect = lower value. z-score, hits read low. hit rate 0.47% among 220,000. AID 1381;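 active = plate z-score of nuclear minus cytoplasmic receptor signal below a set negative limit, without overly bright fluorescence or cell loss, cut at about -3.5 in these data, passing the limit was not always enough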;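 also: z-score of nuclear minus cytoplasmic ring GR-EGFP intensity difference per well; some compounds called inactive have numbers as strong as hits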
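Buffer or medium: tet-free, stripped-serum medium; reagent: dexamethasone at 1.0 µM final, 30 min; incubation: 48 h induction, 1 h compound, 30 min dex at 37 °C; measured by: formaldehyde fixation, Hoechst nuclear stain, 10x automated fluorescence imaging; read-out: nuclear-to-cytoplasmic GR-EGFP distribution per well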
Myeloid diff 2 = compounds promoting myeloid differentiation | ER-HoxA9 myeloid progenitors, lysozyme-GFP differentiation, flow cytometry | calls only at 10 µM | hit rate 1% among 360,000 | AID 624256;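 active = normalized GFP-positive differentiation at or above the plate's own cutoff, the solvent-only control mean plus 3 SD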;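 also: cells exposed to compound for four days before flow analysis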
human PMI inhibition = MPI enzyme activity inhibition – biochemical, fluorescence intensity, coupled assay, primary screen (AID 1209) | inhibition, % at 20 µM, or IC50 in µM where a hit was titrated | purified PMI enzyme, coupled fluorescence intensity; higher % means a stronger effect | hit rate 0.42% among 190,000; in the data active = inhibition above about 50%;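 also: plate controls were DMSO vehicle for no effect and wells lacking substrate for full effect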
bCat nuc transl = alters nuclear translocation of beta-catenin in HeLa cells; immunofluorescence imaging; nuclear translocation activity, % at 5 µM; hit rate 0.3% among 190,000;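 active = nuclear translocation activity above 50% at 5 µM, with a well cell count of 50 or more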;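 also: per-cell ratio of nuclear to cytoplasmic median beta-catenin stain intensity; plate controls were DMSO negative control for no effect and GSK-3 inhibitor IX positive control for full effect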
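Test system: human HeLa cells, native beta-catenin. Compound dosing: 5 µM primary single dose, 0.1% DMSO, 0.02–20 µM confirmation series. Incubation: compound exposure 24 h at 37°C. Detection: beta-catenin immunostaining with DAPI counterstain, 20x imaging, 6 fields/well. Read-out basis: Nuclear/cytoplasmic beta-catenin signal ratio, % activation.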
Dynein cargo inh cytoplasmic EGFP = further read-out of Dynein cargo inh, marked with its call; z-score; measured here: cytoplasmic GR-EGFP intensity; stronger effect = higher value
Dynein cargo inh nuclear GR-EGFP = further read-out of Dynein cargo inh, marked with its call; z-score; measured here: nuclear GR-EGFP intensity;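 lower value marks the stronger effect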
Dynein cargo inh cell count = recorded beside Dynein cargo inh, whose call it bears; z-score; measured here: cell count per field
Ins promoter up cell count = recorded beside Ins promoter up, whose call it bears; cell count; measured here: cytotoxicity, nuclei count;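 total cells summed across four imaged fields per well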
Lipid droplet cells 6.5 µM = further read-out of Lipid droplet, marked with its call; cell count; measured here: cell count, cytotoxicity flag;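 cells counted across two imaged fields per well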
bCat nuc transl cell count 5 µM = further read-out of bCat nuc transl, marked with its call; cell count; measured here: cell count, cytotoxicity flag
T cell HTS vesicle-bound % = also measured in T cell HTS; calls as there; double positive events, %; measured here: CD8+ vesicle-bound cell fraction;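 binding gate set so that unloaded-vesicle control wells show 10% double positive cells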
MT stabilizer Hoechst-high % = second read-out of MT stabilizer, no call of its own (marks repeat the call); % Hoechst-high responders; measured here: nuclear condensation Hoechst responders;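 share of cells brighter than vehicle mean plus two SD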
MT stabilizer cytotoxicity % = second read-out of MT stabilizer, no call of its own (marks repeat the call); toxicity, %; measured here: cytotoxicity by cell density;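 0% = mean cell density of plate MIN control wells and 100% = no cells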
Myeloid diff 2 GFP+ MAC1+ % = second read-out of Myeloid diff 2, no call of its own (marks repeat the call); GFP+ MAC1+ double positive, %; measured here: differentiation confirmed by MAC1 staining
An asterisk follows results filed as active; i = inactive; . = no result given. Hits appear at their usual frequency; 3% or so of the library scored in one or more.

Compound	MT stabilizer Hoechst-high %	TNAP activators	bCat nuc transl	Myeloid diff 2 GFP+ MAC1+ %	T cell HTS	Lipid droplet	Dynein cargo inh	bCat nuc transl cell count 5 µM	Dynein cargo inh cytoplasmic EGFP	MT stabilizer	Ins promoter up	MT stabilizer cytotoxicity %	Myeloid diff 2	Dynein cargo inh cell count	Ins promoter up cell count	Lipid droplet cells 6.5 µM	T cell HTS vesicle-bound %	human PMI inhibition	Dynein cargo inh nuclear GR-EGFP
CC(Nc1ccc(Br)cc1)C(=O)N/N=C/c1ccccc1OCc1ccccc1 (stereo not drawn)	1.3	1.3	.	0.8	i	17	0.72	.	-0.25	1.9	.	4.9	i	-0.16	.	800	26	12%	0.52
Cc1ccc2nc(SCC(=O)c3ccc(Cl)s3)[nH]c2c1	0.5	1.1	-3.2	5.3	i	0	-0.14	1197	-0.25	1.5	-0.1	0.9	i	0.8	1274	768	30	15%	0.53
CC1(C)CC(=O)C2=C(C1)OC(N)=C(C#N)C2Cc1ccccc1 (stereo not drawn)	2.1	1.2	-1.1	7.6	i	-64	0.21	1094	0.31	1.6	0.33	3.8	i	0.045	1859	592	56	8%	0.11
CCCNC(=O)c1c(N)n(-c2cccc(OC)c2)c2nc3ccccc3nc12	2.0	1.3	-0.8	2.8	i	.	-0.52	1349	-0.21	2.9	-0.17	7.6	i	0.75	1457	.	33	16%	-0.21
COC(=O)c1cc(C)ccc1OCc1ccc([N+](=O)[O-])cc1	.	.	-1.3	0.9	i	.	0.0078	1368	-0.27	.	0.44	.	i	0.2	969	.	37	.	0.45
CCOC(=S)N/C(=N\S(=O)(=O)c1ccccc1)c1ccccc1	2.1	1.1	-2.6	.	i	2	0.04	1185	-0.21	1.1	0.33	0.9	.	-0.4	1300	741	59	16%	-0.27
CCOC(=O)N1CCN(C(=O)c2ccc3c(c2)N(CC)CCS3)CC1	2.6	1.2	-6.5	2.6	i	.	-1.2	1159	-0.19	6.5	-0.39	6.5	i	0.85	1033	.	26	1%	-0.53
NC1=NC(=O)/C(=C\c2ccsc2)S1	1.3	1.2	0.8	0.5	i	7	-0.53	980	-0.35	4.3	0.06	6.7	i	0.33	1517	727	40	14%	-0.28
CSc1ccccc1NC(=O)CN(C)CC(=O)Nc1ccc(Cl)cc1[N+](=O)[O-]	3.2	1	2.3	0.4	i	2	2	1062	-0.016	3.5	.	8.9	i	-1.3	.	706	60	-10%	1
CC1=C/C(=C\c2ccc3c(c2)OCO3)C(=O)S1	1.5	1.1	-2.0	0.7	i	.	1.4	970	-0.21	2.1	0.42	2.6	i	-0.48	1412	.	43	18%	0.58
CCOC(=O)N1CCN(C(=O)c2cc3c(s2)-c2ccc(Cl)cc2S(=O)(=O)C3)CC1	2.3	0.9	0.6	0.7	i	2	0.41	976	-0.28	4.5	0.04	5.2	i	-1	1096	699	8	-16%	0.89
CC1CCCC(C)N1C(=O)CSc1nnc(C2CCCCC2)o1 (stereo not drawn)	2.0	1.1	-2.3	0.3	i	.	0.17	1164	-0.24	4.6	-1.9	4.2	i	0.74	820	.	51	3%	0.48
CC(C)c1nnc(NC(=O)C2CCCN2S(=O)(=O)c2ccc(Cl)cc2)s1 (stereo not drawn)	4.1	1.1	-3.2	0.4	i	.	-0.15	1176	-0.3	6.1	-0.45	1.2	i	-0.072	1029	.	29	7%	-7.2e-05
CCOc1ccc(NC(=S)NNC(=O)c2cc(Br)ccc2Cl)cc1	3.2	2.3	-0.4	0.2	i	2	-0.89	944	-0.35	6.3	0.4	20	i	0.63	1578	677	35	-7%	-0.23
COC(=O)c1ccccc1NS(=O)(=O)c1ccc(O)c(C(=O)O)c1	2.1	1	1.2	6.5	i	3	1.1	929	-0.19	4.4	0.23	5.9	i	-0.059	1294	765	16	0%	0.85
Cc1nc2c(c3c1[nH]c1ccccc13)C(=O)CC(C)(C)C2	3.0	1.1	1.2	0.3	i	.	0.49	1445	-0.21	3.8	2	4.8	i	-0.55	1048	.	32	18%	0.82
COC(=O)c1cccc(S(=O)(=O)N(Cc2ccco2)Cc2cc3cc(OC)ccc3[nH]c2=O)c1	1.5	1.1	.	0.3	i	3	0.84	.	-0.24	1.4	1.3	8.0	i	-0.56	856	806	35	10%	0.53
O=S1(=O)CCC(NC(=S)NC2CCS(=O)(=O)C2)C1 (stereo not drawn)	3.4	1.1	-1.3	0.8	i	-2	1.7	975	-0.084	2.4	-0.35	7.3	i	-1.1	1216	684	54	4%	0.87
Cc1nn(C)cc1C(C(=O)NC1CCCCC1)N(CCc1ccccc1)C(=O)c1cnccn1 (stereo not drawn)	1.9	1.1	-0.2	0.6	i	8	2.3	978	-0.33	0.8	-0.53	8.6	i	0.058	1531	737	17	4%	0.76
O=C(CCC1CCCCC1)Nc1ccccc1C(=O)N1CCOCC1	1.6	1	7.9	0.0	i	0	2.9	865	-0.2	4.0	.	5.4	i	-1.2	.	727	57	8%	1.1
CCOC(=O)N1CCC(NC(=O)c2ccc(Cl)cc2)CC1	.	.	0.1	0.1	i	5	-0.79	1319	-0.12	.	-0.25	.	i	1.9	1067	699	20	.	-0.087
Cc1oc2c(c1C(=O)Nc1cccc3ccccc13)CCCC2	0.9	1.1	.	0.4	i	6	-1.5	.	-0.31	1.4	0.66	8.2	i	0.61	888	775	60	7%	-0.83
Cc1ccc(C)c(OCc2nnc(NC(=O)c3ccco3)s2)c1	1.8	1.1	.	0.5	i	4	-0.013	.	-0.21	1.8	0.61	0.5	i	0.81	1236	733	40	17%	0.19
Cc1nn(C2CCCO2)c(=O)nc1N (stereo not drawn)	1.6	1	-2.1	.	i	-6	0.78	831	-0.39	2.9	0.73	5.5	.	0.21	1399	657	63	-8%	0.25
CCCCCCOC(=O)Cc1c(C)nc(-c2ccccc2)[nH]c1=O	1.8	1.1	-0.5	0.6	i	.	-0.49	1408	-0.22	2.6	-0.89	2.5	i	0.23	1510	.	20	-1%	-0.46
O=C1c2ccccc2C(=O)N1CCCCSc1nnc(-c2ccc(OC(F)F)cc2)o1	2.6	1	-1.9	1.3	i	2	0.87	1218	-0.28	5.1	-0.3	3.1	i	-0.48	1259	772	48	20%	0.47
O=C(Nc1ccc([N+](=O)[O-])cn1)C1CC2CCC1C2 (stereo not drawn)	1.7	1	3.5	0.3	i	-6	-0.91	455	0.15	3.3	0.13	6.4	i	0.85	1349	731	50	-12%	-0.72
COc1ccc(-n2c(C)cc(C(=O)COc3ccc(-n4cnnn4)cc3)c2C)cc1	2.5	1.1	-1.3	1.8	i	.	0.24	1127	-0.073	1.9	-1.5	11	i	0.35	1026	.	41	2%	0.17
Clc1ccc(CN(Cc2ccccc2)C(c2cccs2)c2nnnn2C2CCCC2)cc1 (stereo not drawn)	1.1	1.1	-1.2	0.9	i	-7	-1.3	1122	0.16	1.8	-1.8	8.2	i	1	1026	771	64	9%	-0.66
CCN(Cc1ccncc1)Cc1c(O)ccc2ccccc12	1.9	1.1	-1.8	0.6	.	15	-0.2	1066	-0.11	1.3	0.6	7.4	i	-0.16	1676	640	.	47%	-0.47
CCC(C)C(NC(=O)c1ccccc1NC(=O)c1ccccc1)C(=O)N1CCOCC1 (stereo not drawn)	3.4	1.1	0.5	1.2	i	-31	-0.4	976	-0.27	1.4	-0.02	4.6	i	0.88	1274	714	23	8%	-0.66
COc1ccc(N2CCN(CCCNC(=O)CCCn3c(=O)[nH]c4ccsc4c3=O)CC2)cc1	1.9	1	-2.1	0.7	i	.	-0.26	1383	-0.22	3.1	0.14	12	i	0.19	1548	.	13	-1%	-0.032
CCCCc1nnc(NC(=O)COC)s1	2.0	1.1	0.4	0.0	i	6	-0.71	1536	-0.094	3.5	0.02	3.6	i	0.48	1501	743	45	-6%	0.28

Ordered by value in MT stabilizer Hoechst-high % (ascending): 3 of the compounds above
| smiles | MT stabilizer Hoechst-high % | TNAP activators | Myeloid diff 2 GFP+ MAC1+ % | T cell HTS | Dynein cargo inh | Dynein cargo inh cytoplasmic EGFP | Dynein cargo inh cell count | T cell HTS vesicle-bound % | human PMI inhibition | Dynein cargo inh nuclear GR-EGFP |
| --- | --- | --- | --- | --- | --- | --- | --- | --- | --- | --- |
| Cc1ccc(C)c(OCc2nnc(NC(=O)c3ccco3)s2)c1 | 1.8 | 1.1 | 0.5 | i | -0.013 | -0.21 | 0.81 | 40 | 17% | 0.19 |
| CCCCc1nnc(NC(=O)COC)s1 | 2.0 | 1.1 | 0.0 | i | -0.71 | -0.094 | 0.48 | 45 | -6% | 0.28 |
| COc1ccc(-n2c(C)cc(C(=O)COc3ccc(-n4cnnn4)cc3)c2C)cc1 | 2.5 | 1.1 | 1.8 | i | 0.24 | -0.073 | 0.35 | 41 | 2% | 0.17 |
